Yeast superoxide: reduction of superoxide in aged yeast, primary screen, HTS. hit rate 0.18% among 330,000. AID 2690, 2010. superoxide response (% of plate mean), % at 10 µM. S. cerevisiae aged cells, superoxide DHE fluorescence; active compounds read low;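 active means superoxide response under a set limit, about three screen SD below normal, cut at about 65% in these data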;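 further: yeast aged for seven days with compound at 30 °C before DHE staining; 100% = average MFI of all compound-treated wells on the plate with controls excluded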
MEP2-GFP yeast: modulators of MEP2-GFP levels in yeast, primary screen, S. cerevisiae, multiplex flow cytometry, MLPCN library. AID 2016, 2009. S. cerevisiae MEP2-GFP strain, 3 h; 100% = DMSO control level. hit rate 0.51% among 330,000. GFP response vs DMSO, % at 10 µM;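 active means GFP response versus DMSO above a set limit, roughly screen mean plus 3 SD, cut at about 180% in these data; inconclusive means fewer than 70 cells counted for a yeast strain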;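 further: median GFP fluorescence of the barcode-gated MEP2-GFP cells per well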
proCasp3 act: activators of human procaspase-3 D3A mutant, primary screen, biochemical, absorbance, PC-3 D3A mutant, single concentration | hit rate 0.11% among 330,000 | Caspase-3 (Homo sapiens), P42574 | activation, % at 8.5 µM | recombinant procaspase-3 D3A, Ac-DEVD-pNA absorbance 405 nm;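 active means activation above the mean of all tested compounds plus 3 SD, cut at about 21% in these data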;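 further: 0% = DMSO alone and 100% = DMSO wells spiked with extra 5 µM PC-3 D3A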
Target sequence (P42574 whole entry D9A/D28A/D175A): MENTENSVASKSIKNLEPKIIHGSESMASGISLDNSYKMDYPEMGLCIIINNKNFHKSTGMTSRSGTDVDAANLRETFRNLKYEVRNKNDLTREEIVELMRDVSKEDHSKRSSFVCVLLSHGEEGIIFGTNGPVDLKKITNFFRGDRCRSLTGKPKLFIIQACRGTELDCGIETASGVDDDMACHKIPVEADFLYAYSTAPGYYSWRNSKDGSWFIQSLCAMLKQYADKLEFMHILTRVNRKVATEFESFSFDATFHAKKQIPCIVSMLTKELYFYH
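material = Procaspase-3 D3A mutant | probe or stimulus = Ac-DEVD-pNA | compound = single dose, 8.5 µM nominal compound, 0.8% DMSO | timing = 1 h preincubation, 2 h reaction | measured by = 405 nm absorbance of p-nitroaniline, reads at 0 and 120 min | benchmarks = DMSO-only low control, 5 µM PC-3 D3A high control | repeats = singlicate, each compound tested once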
LAP4-GFP MLPCN: modulators of LAP4-GFP expression in yeast, primary screen, S. cerevisiae, multiplex flow cytometry, MLPCN library. 3 h; median GFP as percent of DMSO wells. GFP response vs DMSO, % at 10 µM. hit rate 0.34% among 320,000. AID 2023, 2009;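 active means GFP response vs DMSO above a set limit, about the screen mean plus 3 SD, cut at about 150% in these data; inconclusive means under 70 cell events counted for the yeast strain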
JMJD2C inh: inhibitors of GASC-1 histone demethylase, primary screen, biochemical, fluorescence, DELFIA europium. GST-JMJD2C(1-420) H3K9me3 demethylation. inhibition, % at 2.35 µM. Lysine-specific demethylase 4C (Homo sapiens), Q9H3R0. hit rate 0.069% among 330,000;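 active means more than half of a compound's replicate wells show inhibition beyond 50%, single wells judged on their own value; inconclusive means some, but no more than half, of replicates pass 50% inhibition; inactive means no replicate passes 50% inhibition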;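 further: signal counts dimethyl H3K9 product captured on neutravidin plate; 0% = median of DMSO wells and 100% = 0.3 times that DMSO median; strong numbers were not always called active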
Target sequence (Q9H3R0 1-420 limits assumed): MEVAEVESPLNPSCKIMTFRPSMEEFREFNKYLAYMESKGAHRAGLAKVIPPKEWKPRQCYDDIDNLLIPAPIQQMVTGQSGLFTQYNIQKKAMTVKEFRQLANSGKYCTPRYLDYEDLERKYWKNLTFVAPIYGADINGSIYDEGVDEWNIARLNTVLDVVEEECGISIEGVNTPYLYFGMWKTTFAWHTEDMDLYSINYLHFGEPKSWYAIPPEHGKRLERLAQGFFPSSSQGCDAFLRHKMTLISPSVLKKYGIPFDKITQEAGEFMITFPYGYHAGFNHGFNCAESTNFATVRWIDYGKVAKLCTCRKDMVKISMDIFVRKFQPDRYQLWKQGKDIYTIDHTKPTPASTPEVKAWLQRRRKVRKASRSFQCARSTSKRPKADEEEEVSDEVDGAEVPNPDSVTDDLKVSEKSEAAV
proCasp7 act: procaspase-7 activators, primary screen, counter-screen for procaspase-3 activator project, biochemical, absorbance, HTS, human; recombinant procaspase-7, Ac-DEVD-pNA absorbance 405 nm; D23A/D198A/D206A triple mutant, cannot self-cleave; scale: DMSO 0, 5 µM enzyme 100; hit rate 0.093% among 330,000; AID 463210, 2010; activation, % at 8.5 µM;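 active means percent activation above the screen-wide mean plus 3 SD, cut at about 25% in these data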
Target sequence (P55210 whole entry D23A/D198A/D206A): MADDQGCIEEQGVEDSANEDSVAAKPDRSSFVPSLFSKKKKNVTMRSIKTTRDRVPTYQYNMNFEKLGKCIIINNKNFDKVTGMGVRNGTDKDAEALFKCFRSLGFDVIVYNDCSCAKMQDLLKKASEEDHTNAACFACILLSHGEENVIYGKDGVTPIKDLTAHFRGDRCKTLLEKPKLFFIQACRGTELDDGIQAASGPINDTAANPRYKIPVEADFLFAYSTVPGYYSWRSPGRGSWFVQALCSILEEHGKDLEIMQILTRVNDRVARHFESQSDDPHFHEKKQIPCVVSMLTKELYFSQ
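Material: Procaspase-7 triple mutant (PC-7 D3A) | Quantity: 2 µM procaspase-7 mutant as dispensed | Reagent: DEVD-pNA substrate | Times: 1 h preincubation, 2 h reaction | Technique: 405 nm absorbance of p-nitroaniline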
AHR act: AHR activators, primary screen, cell-based, luminescence, luciferase reporter, human. Aryl hydrocarbon receptor (Homo sapiens), P35869. AHR-responsive luciferase reporter cells. activation, % at 5 µM. hit rate 2.5% among 320,000; in the data active means activation above about 47%;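 further: 0% = vehicle wells and 100% = reference agonist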
RPL19A-GFP yeast: RPL19A-GFP expression modulators in yeast, primary screen, cell-based, S. cerevisiae, multiplex flow cytometry, MLPCN; S. cerevisiae RPL19A-GFP strain, 3 h; active compounds read low; percent response vs DMSO, % at 10 µM; hit rate 0.3% among 330,000;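 active means percent response vs DMSO below 50%; inconclusive means fewer than 70 events counted for the yeast strain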;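 further: median channel GFP fluorescence of the barcoded RPL19A-GFP strain; ratio of sample median GFP to plate DMSO average so 100% = DMSO; lower means less RPL19A-GFP as with rapamycin TOR inhibition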
Active calls of the source: *; ? = inconclusive; / = no result given; & = joins results of further samples.

Preview, 2 compounds:
SMILES	Yeast superoxide	MEP2-GFP yeast	proCasp3 act	LAP4-GFP MLPCN	JMJD2C inh	proCasp7 act	AHR act	RPL19A-GFP yeast
COc1cc(OC)c(NC(=O)c2cncn2-c2ccc(F)cc2)cc1Cl	121	101	1	82	9	-7	65*	99
CC(C)(C)NC(=O)C(c1ccc(O)cc1)N(C(=O)CCC(=O)Nc1nccs1)c1ccc(F)cc1 (stereo not drawn)	101	99	-7	96	2	7	3	97

Results, previewed entries included:
SMILES	Yeast superoxide	MEP2-GFP yeast	proCasp3 act	LAP4-GFP MLPCN	JMJD2C inh	proCasp7 act	AHR act	RPL19A-GFP yeast
COc1cc(OC)c(NC(=O)c2cncn2-c2ccc(F)cc2)cc1Cl	121	101	1	82	9	-7	65*	99
CC(C)(C)NC(=O)C(c1ccc(O)cc1)N(C(=O)CCC(=O)Nc1nccs1)c1ccc(F)cc1 (stereo not drawn)	101	99	-7	96	2	7	3	97
CN1CCN(c2ccc(NC(=O)COc3ccc(Cl)cc3Cl)cc2)CC1	139	100	0	93	6	2	4	96
Cc1cc(NC(=O)CCCn2cc([N+](=O)[O-])cn2)n(Cc2ccc(F)cc2)n1	83	114	1	112	-11	-3	2	96
COc1cccc(NC(=S)NC(=O)Cc2ccccc2)c1	88	93	4	102	-2	-9	7	95
COc1ccc(COCC(CC(C)C)N2CCN(C(=O)c3cccc(C(F)(F)F)c3)CCC2=O)cc1 (stereo not drawn)	94	94	-3	140	3	-10	3	91
Cc1ccc(OCCn2c(C)c(/C=N/n3cnnc3)c3ccccc32)cc1	107	103	2	96	?	3	2	99
O=C(CC1Oc2ccccc2NC1=O)NCCCN1CCN(Cc2ccccc2)CC1 (stereo not drawn)	108	103	-4	102	14	0	2	98
COCCn1c(C)cc(C(=O)CSc2nc3ccccc3c(=O)[nH]2)c1C	96	101	1	100	-4	4	20	101
CN1C2C=C(N(CCc3ccccc3)C(=O)c3ccc(Cl)cc3)CC1CC2 (stereo not drawn)	73	108	5	103	-8	7	1	118
COc1cccc(NC2C=CS(=O)(=O)C2)c1 (stereo not drawn)	118	109	11	107	-1	9	5	106
CSc1nnc2c(n1)OC=Nc1ccccc1-2	109	88	-1	88	-9	-5	7	95
COc1ccc(O)c(C2=Nc3ccccc3N=C(c3ccccc3)C2)c1	100	111	-2	106	-4	-6	18	115
O=S(=O)(c1ccc(Cl)cc1)N1CCN(c2ncccn2)CC1	129	99	13	121	-15	0	1	102
Cc1ccc2cc(CCNC(=O)CC(C)C)c(=O)[nH]c2c1	105	100	0	108	9	4	2	99
COc1ccc2oc(C(=O)OCC(=O)N3C(C)CCCC3C)c(C)c2c1 (stereo not drawn)	83	94	1	103	-11	14	0	98
CC(NC(=O)CCc1ccccc1)c1cc2c(cc1Cl)OCCO2 (stereo not drawn)	99	93	-11	83	3	6	2	95
O=C(CCCCCN1C(=O)[C@@H]2Cc3ccccc3CN2C1=O)N[C@@H](Cc1ccc(O)cc1)C(=O)O	86	106	8	107	4	0	0	103
C=CCNc1oc(-c2cccc(F)c2)nc1C#N	125	98	-8	92	/	-20	3	98
Nc1ccc2c(c1)Nc1ccccc1CC2	94	93	-5	96	-1	-11	50*	96

Record cards, from the list above. Values in the order: Yeast superoxide | MEP2-GFP yeast | proCasp3 act | LAP4-GFP MLPCN | JMJD2C inh | proCasp7 act | AHR act | RPL19A-GFP yeast
Entry for `COCCn1c(C)cc(C(=O)CSc2nc3ccccc3c(=O)[nH]2)c1C` = 96 | 101 | 1 | 100 | -4 | 4 | 20 | 101
Entry for `COc1ccc(O)c(C2=Nc3ccccc3N=C(c3ccccc3)C2)c1` = 100 | 111 | -2 | 106 | -4 | -6 | 18 | 115

Following part:
SMILES	Yeast superoxide	MEP2-GFP yeast	proCasp3 act	LAP4-GFP MLPCN	JMJD2C inh	proCasp7 act	AHR act	RPL19A-GFP yeast
CCOC(=O)c1sc(N2C(=O)C(O)=C(C(=O)c3ccco3)C2c2cccc(Cl)c2)nc1C (stereo not drawn)	99	108	-5	116	7	-18	2	110
O=C(Oc1ccc(Br)cc1)c1cccnc1	87	100	9	103	19	0	4	100
COc1ccc2[nH]c(=O)c(CN(CCCN(C)C)C(=O)Nc3ccc(F)cc3)cc2c1	105	78	5	79	37	4	-1	85
O=C(COC(=O)c1cccc(Cl)c1)NC1CCCCCCC1	94	94	-2	104	-1	0	1	96
O=C(OCC(=O)N1CCCc2ccccc21)c1ccc(C(F)(F)F)cc1	111	94	-4	102	-2	5	-1	96
O=c1c2ccccc2nc(SCc2cccc(F)c2)n1Cc1ccco1	95	106	5	118	-7	7	0	96
COCc1cc(=O)[nH]c(N2CCN(Cc3ccc4c(c3)OCO4)CC2)n1	100	98	-1	91	-23	3	3	102
CCOC(=O)c1[nH]c2ccccc2c1N=CN(C)C	113	109	2	103	2	-2	16	104
CCS(=O)(=O)c1ccc(O)c(NC(=O)CCCC(=O)O)c1	94	99	-1	103	-3	-1	-1	96
O=C(NC1CCCCC1)N(Cc1cc2cc3c(cc2[nH]c1=O)OCCO3)CC1CCCO1 (stereo not drawn)	96	107	-2	93	4&-2	2	6	86
COc1ccc(CCN(C)C2CCCN(C(=O)Cn3cccn3)C2)cc1OC (stereo not drawn)	93	95	3	93	-16	-4	1	97
O=C(Cn1cc(C(=O)C2CC2)c2ccccc21)NCc1ccccc1	94	98	-1	102	4	7	5	99
COc1ccc(-c2nc(C#N)c(NCCCN3CCOCC3)o2)cc1	95	98	3	101	6	3	12	98
COc1ccc(/C=N/N2C(=O)CSC2=S)cc1Br	97	95	-15	110	-9	-12	19	103
CC(C)CCN1CN(S(=O)(=O)c2cccs2)c2nc3ccccc3nc21	98	102	-5	93	-5	10	7	96
COc1cc(C(F)(F)F)nc2ccc(C#CCOC(=O)Nc3ccccc3)cc12	104	95	0	113	-29	1	-1	97
COc1ccc(N2C(=O)c3ccccc3NC2(C)C)cc1	90	90	7	104	-9	1	3	93
COC(=O)C1=NN[C@H](C(=O)OC(C)(C)C)[C@H]1c1ccccc1	102	?	7	?	0	-1	0	?
O=C(N/N=C\c1ccccc1)c1ccccc1-n1cccc1	110	90	-2	104	6	1	92*	98
COc1ccc(S(=O)(=O)N2CCOCC2)cc1NC(=O)CSc1nnc2n1CCCCC2	85	100	8	104	-3	5	2	99
Cc1cc(C(=O)NC2CCCc3c2cnn3-c2ccc(C)c(C)c2)n(C)n1 (stereo not drawn)	118	100	5	95	3	0	-24	99
O=C(COc1ccc(Cl)cc1Cl)NCCCn1ccnc1	93	98	-2	99	2	10	3	99
COc1ccc(N2CCN(C(=O)Cn3nnc(-c4cccs4)n3)CC2)cc1	119	109	-15	107	5	-1	1	101
Cc1ccnc(N/C=C(/NC(=O)c2ccccc2)C(=O)NN)n1	91	90	-6	86	-1	-3	12	89
COc1ccc(N2CCN(C(=O)CSc3nnc(NC(=O)C4CC4)s3)CC2)cc1	94	106	-5	99	-15	10	4	102
COc1ccc(NC(=O)N(CCCN2CCOCC2)Cc2cccnc2)c(OC)c1	91	97	9	98	-7	-14	2	96
O=C(c1ccc2ccccc2n1)N1CCN(c2ccccc2O)CC1	101	100	3	101	-12	13	92*	98
CCOC(=O)CC(=O)CSc1nc(-c2ccc3c(c2)OCO3)cc(C(F)(F)F)c1C#N	97	99	12	100	7	17	60*	99
OCCN(Cc1ccccc1)Cc1ccc(F)c(F)c1	90	103	8	104	29	-4	-1	99
COc1ccc(NC(=S)N=Nc2c(O)[nH]c3ccccc23)cc1	102	102	9	113	-2	-6	-2	101
O=C(COC(=O)c1ccccc1Cl)NC1CCCCCC1	119	102	-6	112	-2	14	1	106
Cc1cc(C(=O)Nc2ccc(F)cc2)c2ccccc2n1	100	100	11	94	-23	4	56*	96
CCOC(=O)C1CCCN(C(=O)CSc2ccc(Br)cc2)C1 (stereo not drawn)	95	96	9	98	10	2	2	97
Cc1ccc(S(=O)(=O)N(C)C[C@@H]2Oc3ccc(NC(=O)Nc4cccc5ccccc45)cc3C(=O)N([C@H](C)CO)C[C@H]2C)cc1	101	/	-1	/	-9	6	2	/
CCOc1ccc(NC(=O)CN2CCN(C3c4ccccc4-c4ccccc43)CC2)cc1	118	102	-2	105	-7	-2	5	98
CCCc1nnc(SCC(=O)Nc2nccs2)o1	95	111	-3	106	3	5	-1	107
Nc1ccc(-c2c3ccc(=O)cc-3oc3cc(O)ccc23)cc1C(=O)O	112	124	-6	157*	12	-17	2	101
Cc1ccsc1C(C(=O)NC1CCCCC1)N(C(=O)c1csnn1)C1CC1 (stereo not drawn)	90	102	0	98	-2	-5	-1	98
CCC1(c2ccc(F)cc2)NC(=O)N(CC(=O)NC2CCCC(C)C2C)C1=O (stereo not drawn)	83	97	2	90	6	-1	1	103
Cc1ccccc1N1CCN(C2CCCN(C(=O)c3cc(C(C)C)[nH]n3)C2)CC1 (stereo not drawn)	111	94	5	93	6	8	-5	102
CC1(C)Cc2c(cnn2-c2ccc(F)cc2)C(NC(=O)c2ccc(=O)oc2)C1 (stereo not drawn)	101	94	0	82	8	-2	0	98
Cc1cc(C)c(S(=O)(=O)Nc2cccc(-n3cnnn3)c2)c(C)c1	87	107	3	101	-11	-1	14	101
CCCOC(=O)C1C2C=C[C@]3(CN(CCc4ccccc4)C(=O)[C@H]13)O2 (stereo partly drawn)	96	106	2	118	14	3	0	102
O=C1CC2(CCCCC2)Oc2ccc(O)cc21	76	91	3	97	-4	4	-2	97
CNC(=S)/N=C(\Nc1ccc(C)cc1)c1ccccc1	103	90	6	106	53	-6	1	94
COc1ccccc1NC(=S)N(Cc1ccco1)Cc1cc2cc(C)c(C)cc2[nH]c1=O	80	97	-9	94	-8	2	12	95
O=c1oc2cc(Oc3c([N+](=O)[O-])cc(C(F)(F)F)cc3[N+](=O)[O-])ccc2c2c1CCCC2	105	91	14	294*	?	13	1	70
Cc1nc(NC(C)c2ccccc2)sc1C(=O)Nc1ccccc1 (stereo not drawn)	100	110	-9	100	4	0	1	110
Cc1cc(C)cc(N2C(=O)CC(Cn3nc(C)cc3C)C2=O)c1 (stereo not drawn)	100	98	-4	107	6	5	2	92
Nc1c(C(=O)Nc2cccc(C(=O)O)c2)sc2nc3c(cc12)CCCC3	94	112	16	108	22	8	-7	105
Cc1ccc(NC(=O)CN(C)C(=O)COc2cccc3cccnc23)cc1	96	94	-24	94	7	-19	3	96
CCN(C(=S)Nc1cccnc1)c1cccc2ccccc12	99	97	-7	109	-12	-12	10	95
Cc1ccnc(NC(=O)C(Cc2ccccc2)NC(=O)c2ccccc2)c1 (stereo not drawn)	100	103	11	103	2	-6	2	100
C/C(=N\NC(=O)c1cc(C)oc1C)c1ccc2c(c1)OCO2	110	102	-3	85	-3	-5	22	103
